PP5 inh: PP5 (human) phosphatase inhibition. P53041. hit rate 0.18% among 320,000. inhibition, % at 6.7 µM. AID 1987. purified PP5c, OMFP substrate fluorescence;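 active = inhibition above the campaign's mean inhibition across all tested compounds plus 3 SD, cut at about 9.5% in these data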;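 note: 0% = DMSO only and 100% = 100 µM cantharidin control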
GASC-1 inh: inhibitors of human GASC-1 (JMJD2C) demethylase; hit rate 0.069% among 330,000; inhibition, % at 2.35 µM; GST-JMJD2C(1-420) H3K9me3 demethylation, DELFIA europium;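 active = more than half of a compound's replicate wells show inhibition beyond 50%, single wells judged on their own value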;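 note: signal counts dimethyl H3K9 product captured on neutravidin plate; 0% = median of DMSO wells and 100% = 0.3 times that DMSO median; strong numbers were not always called active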
Target sequence (Q9H3R0 1-420 limits assumed): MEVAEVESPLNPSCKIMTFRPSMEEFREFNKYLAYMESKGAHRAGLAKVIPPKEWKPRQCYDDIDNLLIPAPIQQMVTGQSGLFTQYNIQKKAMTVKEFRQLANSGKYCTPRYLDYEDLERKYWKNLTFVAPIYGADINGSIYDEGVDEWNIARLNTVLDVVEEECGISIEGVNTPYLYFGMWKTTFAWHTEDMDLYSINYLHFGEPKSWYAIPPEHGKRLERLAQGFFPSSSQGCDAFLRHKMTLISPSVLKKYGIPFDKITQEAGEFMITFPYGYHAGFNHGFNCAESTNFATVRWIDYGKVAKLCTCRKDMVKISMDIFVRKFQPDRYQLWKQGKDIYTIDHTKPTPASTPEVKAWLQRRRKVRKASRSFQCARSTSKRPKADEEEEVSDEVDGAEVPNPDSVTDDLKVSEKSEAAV
VLA-4 inh: inhibition in a human VLA-4 binding assay. P13612. VLA-4 expressing cells, ligand binding flow cytometry. inhibition, % (about 7 µM as worked out from the volumes in the protocol). hit rate 0.2% among 330,000. AID 2557; in the data active = inhibition above about 50%
procasp7 counter: counter-screen: procaspase-7 (human) activation; P55210; recombinant procaspase-7, Ac-DEVD-pNA absorbance 405 nm; D23A/D198A/D206A triple mutant, cannot self-cleave; scale: DMSO 0, 5 µM enzyme 100; hit rate 0.093% among 330,000; AID 463210; activation, % at 8.5 µM;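 active = percent activation above the screen-wide mean plus 3 SD, cut at about 25% in these data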
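Assay system – Uncleavable procaspase-7 mutant enzyme · Quantity – 2 µM procaspase-7 mutant as dispensed · Times – 1 h preincubation, 2 h reaction · Dosing – single nominal 8.5 µM compound dose, 0.8% DMSO final · Buffer or medium – Zinc-free 50 mM HEPES buffer, pH 7.4, with NaCl and Triton X-100 · Detection – Epi-absorbance of released pNA at 405 nm, two timepoints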
procasp3 activ: procaspase-3 (human) activation; P42574; recombinant procaspase-3 D3A, Ac-DEVD-pNA absorbance 405 nm; activation, % at 8.5 µM; hit rate 0.11% among 330,000;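 active = activation above the mean of all tested compounds plus 3 SD, cut at about 21% in these data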;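 note: 0% = DMSO alone and 100% = DMSO wells spiked with extra 5 µM PC-3 D3A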
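Technique: 405 nm absorbance of p-nitroaniline, reads at 0 and 120 min; Test system: Procaspase-3 D3A mutant; Incubation: 1 h enzyme-compound preincubation, then 2 h substrate reaction, 25 °C; Repeats: singlicate, each compound tested once; Benchmarks: low control DMSO wells, high control DMSO plus 5 µM PC-3 D3A.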
Fh CTSL1 inh: blocks F. hepatica cathepsin L1 in PFM18AAP counter-screen; recombinant F. hepatica cathepsin L1, Z-Leu-Arg-MCA fluorescence; inhibition, % at 5.96 µM; hit rate 0.49% among 300,000; AID 1906;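 active = inhibition above the mean of all tested compounds plus 3 SD, set per screening campaign, cut at about 17% in these data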;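 note: 0% = plate median of test compound wells and 100% = 1 µM Z-Phe-Ala-diazomethylketone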
PP1 counter: blocks human PP1-alpha phosphatase, a PP5 counter-screen | P62136 | purified PP1alpha, OMFP fluorescence | inhibition, % at 6.7 µM | hit rate 0.9% among 320,000;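 active = inhibition above the mean inhibition of all tested compounds plus 3 SD, computed separately for each screening campaign, cut at about 15% in these data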
core dimer inh: HCV core protein dimerization inhibition. TR-FRET GST/Flag-core106 dimerization, 1536-well. inhibition, % at 5 µM. hit rate 0.33% among 300,000;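 active = inhibition above the mean of all tested compounds plus 3 SD, set per screening campaign, cut at about 45% in these data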
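System: GST-tagged and Flag-tagged HCV core protein residues 1-106 / Input: core106 proteins, GST 13.5 nM and Flag 17 nM / Buffer or medium: KF-containing HEPES buffer, pH 7.45, DTT, CHAPS, BSA / Probe or stimulus: Eu-anti-GST and XL665-anti-Flag labelled anti-tag antibodies / Schedule: 4 h, 22.5 °C incubation / Technique: TR-FRET 671 and 617 nm emission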
GRK2 inh: human GRK2 inhibition via aptamer displacement; hit rate 0.59% among 330,000; bead flow cytometry, FAM-aptamer displacement from GRK2; inhibition of aptamer binding, % at 10 µM; AID 488847; P25098;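 active = inhibition of aptamer binding above 40%, roughly 3 SD of noise, on plates passing a quality check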;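 note: median bead fluorescence of bound FAM aptamer so fluorescent compounds give negative values; no value below 0 was filed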
Target sequence (P25098 whole entry, looked up): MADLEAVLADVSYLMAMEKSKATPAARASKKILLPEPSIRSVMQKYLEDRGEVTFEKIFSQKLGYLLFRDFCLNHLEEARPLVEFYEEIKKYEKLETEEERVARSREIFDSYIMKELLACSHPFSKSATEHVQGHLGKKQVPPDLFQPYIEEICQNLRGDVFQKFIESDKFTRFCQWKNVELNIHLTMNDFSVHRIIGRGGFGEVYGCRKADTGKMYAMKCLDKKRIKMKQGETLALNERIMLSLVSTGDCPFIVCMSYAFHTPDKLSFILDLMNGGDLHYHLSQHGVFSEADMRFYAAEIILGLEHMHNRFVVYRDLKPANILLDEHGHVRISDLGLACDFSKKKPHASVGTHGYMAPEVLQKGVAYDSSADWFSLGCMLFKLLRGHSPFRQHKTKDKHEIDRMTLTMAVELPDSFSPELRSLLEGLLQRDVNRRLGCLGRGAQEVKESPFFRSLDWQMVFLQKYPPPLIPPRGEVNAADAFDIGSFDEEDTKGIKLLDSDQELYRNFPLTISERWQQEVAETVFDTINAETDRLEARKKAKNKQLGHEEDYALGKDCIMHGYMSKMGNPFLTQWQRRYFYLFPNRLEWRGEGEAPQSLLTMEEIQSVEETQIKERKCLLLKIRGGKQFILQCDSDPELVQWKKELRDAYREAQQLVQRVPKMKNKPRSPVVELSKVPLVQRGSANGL
Active calls of the source: *; . = not tested or not shown; & = joins results of further samples.

SMILES | PP5 inh | GASC-1 inh | VLA-4 inh | procasp7 counter | procasp3 activ | Fh CTSL1 inh | PP1 counter | core dimer inh | GRK2 inh
COCCNC(=O)CN(c1ccc(OC)c(OC)c1)S(=O)(=O)c1ccc(C)cc1 | -0.5 | -5 | 6 | 9 | 7 | -3 | 2 | -2 | 1
CCOc1cc(/C=C2\CN(CC)C/C(=C\c3ccc(O)c(OCC)c3)C2=O)ccc1O | 2.6 | 4 | 3 | -22 | -10 | 3 | 5 | 14 | 1
Cc1noc(C)c1S(=O)(=O)Nc1ccccc1Cl | -1.0 | 1 | 9 | 11 | 3 | 3 | -5 | -4 | 5
CCCc1cc(=O)[nH]c(SCCCCN2C(=O)c3ccccc3C2=O)n1 | -1.7 | 6 | 0 | 7 | 10 | 0 | 4 | -1 | 0
Cc1csc(NC(=O)c2c(-c3c(F)cccc3Cl)noc2C)n1 | -0.1 | . | 4 | 11 | 6 | . | -3 | . | 2
COCc1c(C(=O)N/N=C/C2CC=CCC2)nnn1-c1nonc1N (configuration not stated) | -0.1 | -4 | -3 | 2 | 7 | 0 | -2 | 1 | 0
NC(=O)c1cc(S(=O)(=O)NCc2cccs2)cs1 | 3.7 | -4 | 6 | 7 | 4 | -1 | -1 | -6 | 0
CCN(CC)S(=O)(=O)c1cc(OC)c(C)cc1C | 3.2 | -4 | 7 | 3 | 3 | 3 | -1 | 4 | 1
CC(=O)Nc1ccc(Nc2nc(-c3sc(NC(C)=O)nc3C)cs2)cc1 | 4.9 | -13 | -7 | -2 | 3 | -1 | -2 | -23 | 0
CCN(CC)C(=O)Oc1ccc2c(=O)c(-c3ccc(OC)cc3)coc2c1 | 3.0 | 8 | 16 | 6 | 1 | -2 | -3 | 5 | 1
c1ccc2sc(N3CCCN(Cc4nc(-c5cnccn5)no4)CC3)nc2c1 | -0.8 | 0 | -1 | 0 | -1 | -1 | -5 | 0 | 0
COc1ccc(/C=C/C(=O)Nc2cc(C)nn2-c2nc3ccccc3[nH]2)cc1 | 1.5 | 6 | 8 | 8 | 4 | -3 | 0 | 4 | 0
O/N=C/c1cn(-c2ccccc2)nc1-c1ccc2c(c1)OCCO2 | 2.8 | 8 | -16 | -6 | 3 | -2 | 2 | -4 | 0
CCCOc1ccc(C(=O)Nc2ccc(S(=O)(=O)N3CCN(C)CC3)cc2)cc1 | -0.4 | 2 | 16 | -6 | -6 | 5 | 0 | 7 | 5
CS(=O)(=O)c1ccc(NC(=O)CCN2C(=O)C3CC=CCC3C2=O)cc1 (configuration not stated) | -0.4 | 3 | -4 | 10 | 2 | 2 | 0 | -3 | 3
COc1ccc(N(C(=O)c2ccco2)S(=O)(=O)c2cc(OC)ccc2OC)cc1 | 0.5 | 3&-4 | 11 | 5 | 5 | -3 | -3 | -1 | 4
COc1ccc(NC(=O)CN(C)C(=O)CSc2nc3ccccc3s2)cc1 | 0.1 | . | -2 | -4 | 3 | -2 | -1 | 14 | 2
COC(=O)C1C(=O)C2=C(CC1C)Nc1ccccc1NC2c1cccs1 (configuration not stated) | 1.6 | -4 | 4 | 2 | 3 | -1 | -1 | -6 | 1
CCCCCC1CC(CC(=O)NC(=S)Nc2ccc([N+](=O)[O-])cc2)C(=O)O1 (configuration not stated) | 4.9 | 5 | 3 | 8 | 10 | 2 | -2 | 7 | 3
N#Cc1c(N2CCN(C(=O)c3ccccc3Cl)CC2)nc(-c2ccccc2)c2c1CCCC2 | -0.1 | -4 | 22 | 1 | 4 | -2 | -2 | -1 | 1
O=C1N=C(N2CCOCC2)CS1 | -0.8 | 2 | 5 | -1 | 5 | 4 | 1 | 3 | 3
COc1ccc(-n2c(SCC(=O)N3CCC(C(=O)O)CC3)nc3ccccc3c2=O)cc1OC | 3.2 | 7 | 0 | 12 | 8 | 0 | -2 | -3 | 1
C/C(Cl)=C/CSc1nc2c(c(=O)[nH]c(=O)n2C)n1C(C)C | 0.3 | . | -8 | 2 | 4 | -1 | 3 | -5 | 1
Cc1cc(C)n(CCCNC(=O)c2ccc(S(=O)(=O)NCc3ccco3)cc2)n1 | 1.7 | 27&12 | 3 | 2 | -11 | 3 | -9 | 0 | 0
Cc1c(Cl)cccc1NC(=O)CSC(N)=O | -0.4 | -13 | -5 | -18 | -4 | -2 | -5 | -2 | 0
COc1cc(OC)c2ccc(=O)oc2c1C(CC(=O)N1CCCC1)c1ccc(N(C)C)cc1 (configuration not stated) | 1.5 | -4 | 3 | -4 | 0 | -1 | 0 | -16 | 4
O=C(NCC(c1ccco1)N1CCN(c2ccccc2F)CC1)C1CCCCC1 (configuration not stated) | 0.8 | -7 | 7 | 3 | 10 | 10 | -5 | 1 | 0
Cc1c(NC(=O)/C=C/c2cn(-c3ccccc3)nc2-c2ccccc2)c(=O)n(-c2ccccc2)n1C | 3.7 | 6 | 4 | 14 | -1 | -3 | 2 | 17 | 3
Clc1ccc(SCNc2ccccc2Cl)cc1 | 0.6 | 4 | 5 | 9 | -1 | -1 | -1 | 8 | 2
COc1cc(C(=O)NNC(=O)COc2ccc(Cl)cc2)ccc1OCC(=O)N1CCOCC1 | 1.5 | -4 | 6 | 4 | 2 | . | 3 | . | 3

Single records (already shown). Screens in order: PP5 inh | GASC-1 inh | VLA-4 inh | procasp7 counter | procasp3 activ | Fh CTSL1 inh | PP1 counter | core dimer inh | GRK2 inh
O=C1N=C(N2CCOCC2)CS1 is listed with -0.8 | 2 | 5 | -1 | 5 | 4 | 1 | 3 | 3
COc1ccc(N(C(=O)c2ccco2)S(=O)(=O)c2cc(OC)ccc2OC)cc1 is listed with 0.5 | 3&-4 | 11 | 5 | 5 | -3 | -3 | -1 | 4
COc1ccc(-n2c(SCC(=O)N3CCC(C(=O)O)CC3)nc3ccccc3c2=O)cc1OC is listed with 3.2 | 7 | 0 | 12 | 8 | 0 | -2 | -3 | 1

Additional compounds follow.
SMILES | PP5 inh | GASC-1 inh | VLA-4 inh | procasp7 counter | procasp3 activ | Fh CTSL1 inh | PP1 counter | core dimer inh | GRK2 inh
CCC(=O)NNC(=O)CSc1nnc(-c2ccccc2)c(-c2ccccc2)n1 | 5.1 | -5 | -2 | -10 | 8 | 4 | -1 | -11 | .
O=C(NCCc1ccccc1)Nc1ccc(Cl)cc1 | 1.4 | 8 | 12 | 14 | 8 | -4 | 3 | -3 | 0
Cc1c(Br)cc(C(=O)NCCCN2CCOCC2)c(C)c1C | -0.5 | 3 | -3 | 2 | 0 | 3 | 0 | -5 | 0
Cn1cc(C(=O)N/N=C/c2ccc3c(c2)OCO3)c2ccccc21 | -2.5 | 0 | 13 | 7 | 10 | 6 | -4 | 3 | 0
O=[N+]([O-])c1ccccc1OCCCN1CCOCC1 | -1.4 | 7 | 10 | 4 | 5 | 3 | 1 | 3 | 0
CCN1CCN(S(=O)(=O)c2ccc(Cl)c(C(=O)Nc3cc(Cl)ccc3N3CCOCC3)c2)CC1 | 1.4 | -3 | -9 | -7 | -2 | -2 | -3 | -1 | 0
O=C(COc1ccc(Br)cc1)NCCCn1ccnc1 | 0.6 | -10 | -1 | -9 | 3 | -1 | -1 | -6 | 0
CCN(CC)CCNC(=O)Cc1c(C(=O)O)n(C)c2ccccc12 | -0.3 | 5 | -2 | -4 | 10 | 0 | -1 | -4 | 1
COc1ccc(-n2c(C)n[nH]c2=O)cc1OC | -0.2 | -6 | 28 | 3 | -7 | 0 | 5 | -1 | 2
Cc1ccc(Nc2nnc(SCC(=O)NC3CCS(=O)(=O)C3)s2)c(C)c1 (configuration not stated) | -3.0 | -4 | 16 | -10 | -8 | 1 | 2 | -23 | 0
CCOC(=O)N1CCN(C(=O)c2ccc(CS(=O)(=O)c3c(Cl)cccc3Cl)o2)CC1 | 0.6 | -1 | -18 | -1 | 3 | 2 | -1 | -1 | 0
COc1ccccc1CN1C[C@@H]2C[C@@H](c3ccc(C)c(C)c3)N3CCC[C@@]23C1=O | 0.6 | 11 | 1 | 3 | 5 | 1 | -2 | 17 | 0
O=c1[nH]c(SCCOc2ccccc2F)nc2ccccc12 | 1.0 | -27 | 0 | 6 | 4 | 1 | -4 | 2 | 4
Cc1cccc(CC(C)NC(=O)c2cc(COc3ccc(F)cc3F)on2)n1 (configuration not stated) | 0.6 | 4 | -3 | 3 | 3 | 0 | -4 | 1 | 6
COc1ccccc1CNS(=O)(=O)c1cccs1 | 5.2 | 6 | 2 | -5 | -3 | -4 | -1 | -6 | 1
O=C(NCCCNC(=O)c1ccc(-c2cc(Cl)ccc2Cl)o1)c1cnccn1 | 2.1 | 6 | -2 | -3 | -8 | 2 | -4 | -1 | 0
CC1(C)Cc2cccc(OCC(=O)N3CCN(c4ccccc4)CC3)c2O1 | 2.1 | 1 | 8 | 9 | 8 | -1 | -2 | -2 | 2
Cc1ccc(-c2noc(N=O)c2NO)cc1 | 3.6 | -1 | -11 | -4 | -8 | -6 | 1 | -5 | 1
Cc1cc(C)nc(NS(=O)(=O)c2ccc(N3C(=O)C4C5C=CC(C5)C4C3=O)cc2)n1 (configuration not stated) | 0.4 | 1 | 4 | 4 | 9 | 0 | -1 | -3 | 0
CC(=O)NC1C(=O)N(CCN2CCOCC2)c2ccc(Br)cc21 (configuration not stated) | 3.9 | 8 | 2 | -21 | -18 | -9 | 38* | 1 | 4
COc1cc(-c2nc(-c3ccc4c(c3)-c3ccccc3S4(=O)=O)c(-c3ccccc3)[nH]2)cc(OC)c1OC | 1.0 | -2 | -2 | -16 | -5 | 0 | 1 | 32 | 0
CC1CCc2nc(NC(=O)CN3CCN(c4ccc(F)cc4)CC3)sc2C1 (configuration not stated) | 1.5 | 6 | 7 | 12 | -4 | 0 | 6 | -1 | 2
O=C(O)CCC(=O)Nc1ccc(Oc2ncnc3cc(Cl)ccc23)nc1 | -0.5 | -3 | -2 | 4 | 3 | 0 | -7 | -1 | 0
Clc1ccc2oc(-c3ccccc3)nc2c1 | 1.8 | 2 | -16 | 1 | 6 | 5 | 6 | -2 | 0
COc1ccccc1NC(=O)CN1C(=O)C(C)Oc2ccccc21 (configuration not stated) | 4.8 | 2 | 24 | 4 | -5 | 1 | 2 | -1 | 0
COc1cc(/C=C(\C#N)c2nc3ccccc3s2)ccc1OCC(=O)Nc1ccccc1 | 2.1 | -11 | -37 | -14 | -12 | 3 | 0 | 3 | 0
O=C(CCS(=O)(=O)Cc1ccccc1)NCc1ccco1 | -1.7 | -4 | 1 | -4 | -2 | 4 | -4 | 0 | 0
O=C(NC(CO)(CO)CO)[C@@H]1CCCN1S(=O)(=O)c1cccc2cccnc12 | -1.2 | -1 | 8 | 1 | 3 | -3 | 0 | -8 | 0
COc1ccccc1C(=O)COC(=O)CSCC(=O)Nc1cc(C)on1 | 1.0 | -38 | 13 | 0 | 4 | -19 | -2 | 0 | 0
O=C(CSc1nc(N2CCOCC2)nc(N2CCOCC2)n1)Nc1ccccc1F | 2.8 | -23 | 6 | -9 | 3 | 3 | -1 | -10 | 0

Source: PubChem (several laboratories)
